Screens (PubChem BioAssay)
14-3-3g Raf: 14-3-3 gamma protein interaction modulation | P61981 | FP, 14-3-3gamma / TMR-pS259-Raf peptide binding | inhibition, % at 40 µM | 0.19% of 160,000 active; in the data active = inhibition above about 30%;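 note: 0% = protein plus tracer without compound and 100% = blank with tracer alone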
Target sequence (P61981 whole entry, looked up): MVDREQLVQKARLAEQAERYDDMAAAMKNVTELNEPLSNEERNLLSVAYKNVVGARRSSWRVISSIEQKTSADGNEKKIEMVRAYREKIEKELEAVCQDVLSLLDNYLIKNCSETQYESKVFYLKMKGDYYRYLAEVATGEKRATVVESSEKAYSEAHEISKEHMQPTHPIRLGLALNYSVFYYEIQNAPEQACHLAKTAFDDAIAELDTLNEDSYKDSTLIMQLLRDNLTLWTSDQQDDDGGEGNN
* marks the source's active call; other numbers are inactive results; & = joins results of further samples.

14-3-3g Raf	mol
6	CCOC(=O)C1CCCN(C(=O)c2cc3cc4ccc(OC)cc4nc3s2)C1 (stereo unspecified)
-2	CC1NC(C)(C)CC(C)(C)c2ccccc21 (stereo unspecified)
3	COc1ccc(C2CC(=O)C3=C(C2)NC(C)=C(C(=O)OC(C)C)C3c2ccccc2Br)cc1 (stereo unspecified)
-3	O=c1[nH]c(SCc2ccccc2Cl)nc2c1cnn2-c1ccccc1
8	COC(=O)Cn1cc([N+](=O)[O-])nc1C
-6	COc1ccc(-n2cc(-c3ccccc3)nc2SCC(=O)Nc2ccc(F)cc2)cc1Cl
0	COc1ccc(-c2cc(C(=O)Nc3c(C)n(C)n(-c4ccccc4)c3=O)no2)cc1
-3	Cc1nnc2n(-c3ccc(Cl)cc3)c(=O)c3c4c(sc3n12)CN(C)CC4
-10	COCCN(CC(=O)Nc1cccc(C)c1)S(=O)(=O)c1ccc(S(=O)(=O)N2CCCC2)cc1
-7	CC1=C(C(=O)Nc2ccc(Cl)cc2)C(c2cc(Cl)ccc2OC(F)F)n2ncnc2N1 (stereo unspecified)
-30	CCCCCCOc1ccc(-c2ccc(C(=O)O)cc2)cc1
-2	COc1ccc2cc3cc(C(=O)N(C)c4cc(Cl)ccc4OC)oc3nc2c1
10	O=C(Nc1ccc2c(c1)OCCO2)c1ccc(CN2CCc3ccccc3C2)cc1
-38&-73	N#Cc1c(NC(=O)c2ccc(Cn3cc(Br)cn3)o2)sc2c1CCCCCC2
2	Cc1noc(C)c1S(=O)(=O)N(C)CC(=O)NCc1ccccc1
2	O=C(Oc1ccc(-c2ccccc2)cc1)N1CCCCC1
-3	CCN1CCN(C(c2cccs2)C(C)NC(=O)c2cccc(OC)c2OC)CC1 (stereo unspecified)
-3	CCN(Cc1nc2ccccc2c(=O)[nH]1)Cc1cc(=O)oc2cc(C)c(C)cc12
-5	N/C(COc1ccc(C(=O)O)cc1)=N\O
-1	Cc1nc2ccccn2c1/C(O)=C1\C(=O)C(=O)N(CCN2CCOCC2)C1c1cccs1 (stereo unspecified)
-16	COc1ccc(C(=O)Nc2nnc(-c3ccco3)s2)cc1
-3	CCOC(=O)c1ncn2c1CN(C)C(=O)c1cc(F)ccc1-2
-6	Cc1cc(C)c(S(=O)(=O)N2CCN(c3nc4c(c(=O)n(C)c(=O)n4C)n3C)CC2)c(C)c1
-12	CCCC(=O)NCCc1cc2c(OC)ccc(OC)c2[nH]c1=O
2	CCOC(=O)C1=CC2(SC=C(C(=O)OCC)S2)C2=C(S1)C(C)(C)N(CC)c1ccccc12 (stereo unspecified)

Six compounds drawn at random from those above, as already listed:
14-3-3g Raf	mol
-12	CCCC(=O)NCCc1cc2c(OC)ccc(OC)c2[nH]c1=O
-3	CCN(Cc1nc2ccccc2c(=O)[nH]1)Cc1cc(=O)oc2cc(C)c(C)cc12
-3	CCN1CCN(C(c2cccs2)C(C)NC(=O)c2cccc(OC)c2OC)CC1 (stereo unspecified)
-5	N/C(COc1ccc(C(=O)O)cc1)=N\O
-6	COc1ccc(-n2cc(-c3ccccc3)nc2SCC(=O)Nc2ccc(F)cc2)cc1Cl
-3	Cc1nnc2n(-c3ccc(Cl)cc3)c(=O)c3c4c(sc3n12)CN(C)CC4

New compounds follow
14-3-3g Raf	mol
-15	Cc1ccc(C(=O)Nc2ccc3c(c2)C(=O)c2ccccc2C3=O)cc1
-5	O=C(Nc1ccc2c(c1)OCCO2)c1ccc(Br)cc1
-13	O=C(CSc1n[nH]c(-c2ccco2)n1)N1c2ccccc2Sc2ccccc21
3	CCCC1CCC(c2ccc(C(=O)Nc3nnc(CC)s3)cc2)CC1 (stereo unspecified)
-19	O=C(Cc1cc2ccccc2[nH]1)NC(C(=O)Nc1ccc2c(c1)OCCO2)c1ccccc1 (stereo unspecified)
1	C=CCOC(=O)C1=C(C)NC(C)=C(C(=O)OCC=C)C1c1ccc(O)cc1
6	COc1cc(S(=O)(=O)N2CCN(C(=O)c3ccccc3F)CC2)c(OC)cc1NC(C)=O
-2	CC1CC(C)(C)CC2(C1)NC(=S)N(CCO)N2 (stereo unspecified)
-3	Cc1ccccc1NC(=O)c1cc(-c2ccccc2Cl)nc2ccccc12
0	CC(C)OC(=O)c1c(NC(=O)c2cccc(Cl)c2)sc2c1CCCC2
-3	C=CCn1c(SCC(=O)NCc2ccc3c(c2)OCO3)nnc1C1CCCCC1
1	CSc1nnc(-c2ccccc2)c(=O)[nH]1
-1	Cc1ccc2nc(-c3cccnc3)c(NC3CCCC3)n2c1
6	CC(NCCc1ccc(O)cc1)C(O)c1ccc(O)cc1 (stereo unspecified)
-7	Cc1oc(-c2ccccc2F)nc1CS(=O)(=O)CC(=O)N1CCCCCC1
-20	CCOc1ccc(S(=O)(=O)Nc2cc3sc(=O)oc3c3ccccc23)cc1
-1	O=C(Nc1nnc(C2CCCCC2)s1)c1ccc2c(c1)OCO2
-3	CCn1c(SCC(=O)Nc2ccc3c(c2)OCCO3)nnc1-c1ccccn1
-3	CCn1cc(C(=O)O)c(=O)c2cc(F)c(-n3nnc(C(=O)OC)c3C(=O)OC)cc21
-4	NC(=O)C(C(=O)OCCCl)C(F)(F)F (stereo unspecified)
-7	O=C(NCc1ccco1)C1CCN(S(=O)(=O)c2ccc(Cl)cc2)CC1
8	Cc1cc(C)c(NC(=O)CN2C(=O)NC3(CCCCC3)C2=O)c(Cl)c1
-3	CCOC(=O)c1c(NCc2ccc3c(c2)OCO3)c2ccccc2[nH]c1=O
-8	O=C(c1ccc(S(=O)(=O)Cc2cccc(F)c2)c([N+](=O)[O-])c1)N1CCCCCC1
8	Cc1ccc(CNC(=O)CCNS(=O)(=O)c2cccs2)cc1

(more compounds)
14-3-3g Raf	mol
5	CC(=O)N1CCc2cc(S(=O)(=O)NCC(=O)O)ccc21
-16	NC(=O)c1ccc(NC(=O)CN2CCN(S(=O)(=O)c3ccc(Cl)cc3)CC2)cc1
-19	C=CCNc1nc(-c2ccc(Cl)cc2)nc2ccccc12
-3	O=C(O)CCCNC(=O)c1cc(=O)[nH]c(=O)[nH]1
-1	O=C(CCN1CCCC1Cc1ccccc1)c1ccc2c(c1)OCCO2 (stereo unspecified)
6&-7	O=C(c1cnn2c(C(F)F)cc(-c3ccccc3)nc12)N1CCN2CCCC2C1 (stereo unspecified)
-8	O=C(CNS(=O)(=O)c1ccc(Br)s1)N1CCN(c2ncccn2)CC1
-5	Cc1cc(C)c(C#N)c(N2CCCC(C(N)=O)C2)n1 (stereo unspecified)
-7	COc1ccccc1CNC(=O)CSc1cc(=O)n(C)c2cc(Cl)ccc12
51*	CCN(C(=O)CCN1C(=S)NC(C)(C)CC1C)c1ccc(C)c(C)c1 (stereo unspecified)
-3	CCc1c(C)c(C#N)c2nc3ccccc3n2c1Nc1c(C)n(C)n(-c2ccccc2)c1=O
24	CC(C)N1CC=C2C(C#N)=C(N)C(C#N)(C#N)C(c3ccccc3)C2C1 (stereo unspecified)
-30	CCOc1ccc(NS(=O)(=O)c2ccc3[nH]cc(C(=O)NC(C)c4ccccc4)c(=O)c3c2)cc1 (stereo unspecified)
-7	CC(C)CN(C(=O)COC(=O)CCc1c[nH]c2ccccc12)C1CCS(=O)(=O)C1 (stereo unspecified)
1	Cc1nc(/N=C(\N)Nc2ccc(F)cc2)[nH]c(=O)c1C
-40	Cc1c(Cl)ccc2c1NC(=O)[C@]21[C@@H]2C(=O)N(Cc3ccccc3)C(=O)[C@@H]2[C@@H]2CCCN21
-3	CC(=O)N1CCc2cc(Br)cc(S(=O)(=O)CCC(=O)NCc3ccccc3Cl)c21
4	O=C(Nc1ccc(Cl)cc1)c1cccc(S(=O)(=O)N2CCCC2)c1
-2	Cc1cc(C)n(S(=O)(=O)c2cc(Cl)ccc2Cl)n1
0	CC(=O)c1c(C)nn(C(=O)c2cccs2)c1C
-2	COc1ccc(Cl)cc1S(=O)(=O)N1CCc2ccccc2C1
-2	Cc1ccc(Sc2c(C)nn(S(=O)(=O)c3ccccc3[N+](=O)[O-])c2C)cc1
-49	Sc1oc(-c2ccccc2)cc1C=Nc1ccc(Cl)cc1
-47	O=c1cc(Cl)sn1Cc1ccccc1
1	CCn1cc(C(=O)N(C)c2cc(Cl)ccc2OC)c2cc(OC)c(OC)cc2c1=O

Following part.
14-3-3g Raf	mol
-13	CC1CCN(S(=O)(=O)c2ccc3[nH]cc(C(=O)N4CCCC4)c(=O)c3c2)CC1
-5	O=C1c2ccccc2C(=O)N1CC1c2ccccc2CCN1S(=O)(=O)c1ccccc1 (stereo unspecified)
-1	Cc1nccn1-c1ncnc2sc3c(c12)CCCC3
9	CCOc1ccc(NC(=O)c2ccc3c(=O)n(Cc4ccco4)c(=S)[nH]c3c2)cc1
-3	Cc1ccc2cc(C)c(N3CCN(c4ccccn4)CC3)nc2c1
-2	CC(C)CCNC(=O)CN(C(=O)Cn1nnc(-c2ccc(F)cc2)n1)C1CCCC1
-3	CCS(=O)(=O)N1CCC(C(=O)NC(C)c2ccccc2)CC1 (stereo unspecified)
-8&-8	Cn1c(=O)c(=O)n(C)c2cc(S(=O)(=O)N3CCC(N4CCCCC4)CC3)ccc21
-6	Cc1ccc2nc3c(cc(C(N)=S)c(=N)n3Cc3ccco3)c(=O)n2c1
1	CCS(=O)(=O)n1nc(-c2ccc(C)cc2)nc1N
-6	Cc1ccccc1Cc1c(C)nc2c(C(=O)NC(C)C)cnn2c1C
-9	CC(=O)Nc1cccc(NC(=O)CSc2nnnn2Cc2ccccc2)c1
4	CN(C)CCNC(=O)c1ccc(CS(=O)(=O)c2ccc(Br)cc2)o1
-14	CC(C)CC(C(=O)OCC(=O)c1ccc(Cl)cc1)N1C(=O)c2ccccc2C1=O (stereo unspecified)
-3	CCN(CC)S(=O)(=O)c1ccc(C(=O)Nc2nc(-c3ccc(C(C)C)cc3)cs2)cc1
-7&-3	O=C(O)c1ccc(Cn2cc(Cl)cn2)cc1
-31	CCOC(=O)C1=C(C)NC2=C(C(=O)c3ccccc32)C1c1cc(Br)c(OC)c(OCC)c1 (stereo unspecified)
3	CC(=O)N1CCc2cc(S(=O)(=O)NC(C(=O)Nc3ccc(C)cn3)C(C)C)ccc21 (stereo unspecified)
5	CC(C)(O)C#CC#CCN1CCOCC1
-10	O=C(c1ccc2c(c1)OCO2)N1CCc2ccccc2C1
-5	COCCCn1c(SCC(=O)N2CCCC(C)C2)nnc1-c1ccco1 (stereo unspecified)
0	O=C(Cn1nc(Cc2cccnc2)c2ccccc2c1=O)NCCCN1CCCC1=O
-1	CC1(C)CC(=O)c2cc(OCC(=O)N3CCN(c4ccccc4)CC3)ccc2O1
-3	CCOC(=O)c1ccc(N2CCN(c3cc(C)ccc3C)CC2)c(NC(=O)Nc2ccccc2)c1
1	Cc1ccc(CNC(=O)Cc2cn(C)c3ccccc23)cc1

(more compounds)
14-3-3g Raf	mol
4	COc1cc(C(=S)N(C)C)ccc1O
-1	COCCn1cc(C(=O)N2CCCC(C)C2)c2c3ccccc3n(C)c2c1=O (stereo unspecified)
-5	Cc1ccc(S(=O)(=O)N2CCN(C(c3ccccc3)c3ccccc3)CC2)cc1[N+](=O)[O-]
0	Cc1cc(C)c2cc(C(c3nnnn3C3CCCC3)N3CCOCC3)c(=O)[nH]c2c1 (stereo unspecified)
-1&9	O=C(NCCO)c1c(O)c2cccc3c2n(c1=O)CC3
-6	c1cnc(N2CCN(c3nc4ccccc4n4cnnc34)CC2)nc1
-7	O=C(CN1CCN(S(=O)(=O)c2ccc(Cl)cc2)CC1)Nc1cc(C(F)(F)F)ccc1Cl
-2&-1	COc1cccc(NC(=O)N(Cc2ccco2)C(C)c2cccs2)c1 (stereo unspecified)
-6	C=CCn1c(SCC(=O)Nc2ccc3c(c2)OCCO3)nc2sc3c(c2c1=O)CCC3
-8	O=C1C=C(N2CCOCC2)c2ccccc2C1=O
-8	CS(=O)(=O)N(CC(=O)NCc1ccco1)Cc1ccc(Cl)cc1
-1	Cc1cc(=O)[nH]c(SCC(=O)c2ccccc2)c1C#N
-3	COc1ccc2nc(NC(=O)Cc3c(C(=O)O)[nH]c4ccc(Cl)cc34)sc2c1
1&-8	O=C(CCn1[nH]c(=O)c2ccccc2c1=O)OC1CCCCC1
4	CCNc1nc(N)nc(Oc2ccc(C(=O)OC)cc2)n1
-7	O=c1c2sccc2n(Cc2ccccc2F)c(=O)n1-c1ccccc1
-5	CCOc1ccccc1NC(=O)C1CCN(S(=O)(=O)c2ccccc2)CC1
-7	CCc1nnc(NC(=O)CCC(=O)N2CCN(Cc3ccccc3)CC2)s1
3	CCCn1c(C(C)NC(=O)COC)nc2ccccc21 (stereo unspecified)
3	O=C(CSc1nc2ccc([N+](=O)[O-])cc2[nH]1)Nc1ccc(OC(F)(F)Cl)cc1
8	Nc1c(C(=O)NCCc2ccccc2)sc2nc3c(cc12)CCCC3
-4	Nc1ccc2nc(SCC(=O)NCCc3ccccc3)sc2c1
-10	CC1=C(C(=O)OCCOc2ccccc2)C(c2ccc(C)o2)C2=C(CC(c3cccs3)CC2=O)N1 (stereo unspecified)
-4	Cc1ccc(S(=O)(=O)Nc2ccccc2C(=O)Nc2nc(-c3ccc(Br)cc3)cs2)cc1
-3	CCOC(=O)c1cnc2c(C)cccc2c1NCc1cccnc1

6 entries already listed, arranged by SMILES length, falling.
14-3-3g Raf	mol
-6	Cc1cc(C)c(S(=O)(=O)N2CCN(c3nc4c(c(=O)n(C)c(=O)n4C)n3C)CC2)c(C)c1
-10	CC1=C(C(=O)OCCOc2ccccc2)C(c2ccc(C)o2)C2=C(CC(c3cccs3)CC2=O)N1 (stereo unspecified)
-7	CC1=C(C(=O)Nc2ccc(Cl)cc2)C(c2cc(Cl)ccc2OC(F)F)n2ncnc2N1 (stereo unspecified)
1	C=CCOC(=O)C1=C(C)NC(C)=C(C(=O)OCC=C)C1c1ccc(O)cc1
-13	O=C(CSc1n[nH]c(-c2ccco2)n1)N1c2ccccc2Sc2ccccc21
-20	CCOc1ccc(S(=O)(=O)Nc2cc3sc(=O)oc3c3ccccc23)cc1

(cont.)
14-3-3g Raf	mol
-3	COc1ccc2nc(SCCN3CCOCC3)[nH]c2c1
-6	O=C(c1cc2nc(-c3ccc4c(c3)OCO4)cc(C(F)(F)F)n2n1)N1CCN(c2ccccc2Cl)CC1
-4	Cc1nn(-c2cc(N3CCCCC3)ccc2N)c(=O)c2ccccc12
-3	Cc1cc(NC(=O)Cn2ncc3c(=O)oc4ccccc4c32)no1

Only part of the results is shown; the hit share may differ from the screen's.
